PLC-gamma1 inh – PLC-gamma1 (human) inhibition, primary screen | P19174 | AID 720700 | 370,000 compounds, 0.84% hits | inhibition, % at 12.2 µM | purified PLC-gamma1, fluorogenic substrate, fluorescence; in the data active means inhibition above about 9.5%
DDE Tn7 FP inh – inhibitors of Tn7 peptide binding to human fibrin DD(E) | P02675 | FP displacement of FITC-Tn7 peptide from fibrin DD(E); 0% = median of compound wells per plate | inhibition, % at 8.3 µM | 370,000 compounds, 0.13% hits | AID 720508;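 active means inhibition above the mean of compounds falling within the control limits plus 3 SD of them, cut at about 14% in these data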;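 further: 0% = plate median of compound wells and 100% = 10 µM Aha-Tn7 peptide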
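Assay system: Fibrin-DD(E) protein isolated from polymerized human fibrin clots; read-out basis: percent inhibition; medium: Tris/NaCl/CaCl2 buffer, pH 7.8; signal: FP measurement; incubation: 10 min plus 3 h, room temperature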
UHRF1 MBD2 ctr – human UHRF1 methylated DNA binding inhibitors; UHRF1 binding to methylated oligo, TR-FRET; 370,000 compounds, 0.75% hits; inhibition, % at 4.4 µM; Q96T88; in the data active means inhibition above about 21%;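 further: UHRF1 SRA domain binding a hemimethylated CpG hairpin DNA probe; 0% = median of test compound wells and 100% = reference inhibitor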
Tn6 DDE FP – disrupts Tn6 cyclic peptide binding to fibrin D-Dimer-E complex; Fibrin DD(E) TRITC-Tn6 fluorescence polarization displacement; inhibition, % at 8.3 µM; 370,000 compounds, 0.21% hits; AID 720509;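 active means inhibition above a per-campaign cutoff: mean of compounds within control limits plus 3 SD, cut at about 15% in these data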;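 further: 0% = median of all compound wells on the plate and 100% = blocking peptide control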
proKLK7 act – activates the human kallikrein-7 zymogen | P49862 | purified proKLK7, EDANS-DABCYL substrate fluorescence; 100% is mature enzyme control, 0% vehicle | activation, % at 7 µM | 370,000 compounds, 0.9% hits | AID 652039;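 active means activation above the mean of all tested compounds plus 3 SD, computed per campaign excluding outliers beyond control limits, cut at about 13% in these data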
ASAP1 GAP inh – ASAP1 ArfGAP inhibition; Q9ULH1; ASAP1-stimulated ARF1 GTP hydrolysis, GDP FP detection; inhibition, % at 16.5 µM; 360,000 compounds, 0.19% hits; AID 624377; in the data active means inhibition above about 25%;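 further: 0% = vehicle with enzyme and substrate and 100% = no enzyme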
ARFGAP1 inh – inhibitors of rat ARFGAP1; Arfgap1-stimulated ARF1 GTP hydrolysis, GDP FP detection; 360,000 compounds, 0.26% hits; inhibition, % at 16.5 µM;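 active means inhibition above a per-plate limit, mean inhibition of low control wells plus 3 SD, cut at about 25% in these data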;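 further: 0% = DMSO wells with enzyme and 100% = wells lacking Arfgap1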
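Repeats: one replicate per compound; assay system: rat Arfgap1 catalytic domain, aa 1-136; times: enzyme reaction 120 min at 25 °C after 20 min preincubation; detection: FP of antibody-bound GDP Alexa 633 tracer, ex 620/em 688 nm; benchmarks: high control wells lacking Arfgap1, low control full reaction with DMSO; reagent: human ARF1(Δ1-17)-GTP substrate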
ADAM17 inh – inhibits human ADAM17 | 370,000 compounds, 0.83% hits | recombinant ADAM17, EDANS/DABCYL FRET peptide cleavage | inhibition, % at 6.95 µM | P78536 | AID 720648;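 active means inhibition above the mean of compounds lying between control limits plus 3 SD, set per campaign, cut at about 8.5% in these data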;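 further: 0% = DMSO-only wells as the low control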
PLC-beta3 inh – blocks human PLC-beta3 enzyme activity; Q01970; Purified PLC-beta3, fluorogenic substrate, fluorescence; 370,000 compounds, 0.18% hits; inhibition, % at 12.2 µM; AID 720704; in the data active means inhibition above about 11%;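 further: 0% = median of compound wells on plate and 100% = full blocker control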
MBD2 inh – blocks human MBD2 binding to methylated DNA; inhibition, % at 4.4 µM; TR-FRET, MBD2 binding to methylated oligonucleotide; 370,000 compounds, 0.31% hits; Q9UBB5; in the data active means inhibition above about 13%
Numbers without * were called inactive; nt = no result given; & = joins results of further samples.

PLC-gamma1 inh | DDE Tn7 FP inh | UHRF1 MBD2 ctr | Tn6 DDE FP | proKLK7 act | ASAP1 GAP inh | ARFGAP1 inh | ADAM17 inh | PLC-beta3 inh | MBD2 inh | Molecule
-22 | 0 | 1 | 2 | 0.5 | -9 | 10 | -25 | -24 | 5 | O=c1[nH]c2ccccc2nc1/C=C(\O)C(F)F
-11 | 6 | 2 | 3 | -0.4 | -12 | -4 | -4 | -18 | 3 | CCOC(=O)N/N=C\C=C\c1ccco1
-1 | 4 | -1 | -2 | 0.6 | 9 | 17 | -4 | -4 | 0 | COc1ccccc1/C=N/NC(=O)COCC(=O)N/N=C/c1ccccc1OC
5 | -9 | 14 | -9 | 0.3 | 0 | 3 | -1 | -5 | 7 | CCc1cc(SC#N)cc(C)c1N
-49 | -2 | -3 | -3 | 2.2 | 11 | 7 | -101 | -80 | 3 | Cc1cc(C)c2nc(-c3ccccn3)cc(C(=O)N3CCCC3)c2c1
4 | 1 | 6 | -3 | -9.8 | 15 | -3 | -6 | -3 | 6 | CN=C1SC(CC(=O)Nc2ccccc2F)C(=O)N1/N=C/c1ccc(O)c(OC)c1 (configuration not stated)
1 | 4 | 20 | 0 | -0.3 | -3 | 4 | 0 | 3 | 10 | Cc1ccccc1N=C(NOCc1ccccc1)c1nonc1N
-4 | 2 | 0 | 6 | -0.2 | -6 | 6 | 4 | -8 | -1 | C=CCn1c(=O)c(C(=O)Nc2ncccc2C)c(O)c2ccccc21
1 | 0 | -2 | -2 | 0.6 | 6 | -3 | -1 | 2 | -3 | CCOC(=O)C1=C(COc2ccc(F)cc2Cl)NC(=O)NC1c1cc(C)ccc1C (configuration not stated)
1&1 | 4&-7 | 1&2 | 2&-1 | -0.2&-0.3 | 18&3 | 3&11 | -4&0 | 3&-2 | 3&0 | CC(=O)NS(=O)(=O)c1ccc(N)cc1
1 | -1 | -1 | 0 | -0.4 | -2 | 12 | 2 | -27 | 0 | COc1ccc(C(=O)NCCCN(C)CCCNC(=O)c2ccc(OC)cc2)cc1
2 | 0 | 0 | 9 | -0.1 | -9 | -7 | 9 | -2 | -1 | O=C(COC(=O)CNS(=O)(=O)c1c(Cl)cccc1Cl)Nc1ccccc1Sc1ccccc1
1 | 5 | 4 | 7 | 0.1 | -22 | -2 | -3 | -6 | 1 | CCOc1ccccc1N1CCN(C(=O)c2c(Cl)cnn2C)CC1
0 | -1 | -3 | -1 | -0.7 | 1 | 15 | -2 | 0 | 0 | CC(C)(C)OC(=O)C[C@@H]1C/C=C\C[C@@H](CC(=O)NCCO)C(=O)N[C@H](Cc2ccccc2)COC1=O
2 | -6 | -1 | 3 | -0.1 | 8 | -4 | -3 | 2 | 3 | CC(C)N(Cc1cc2ccccc2[nH]c1=O)C(=O)C(C)(C)C
1 | 0 | 9 | -9 | 0.1 | 16 | 1 | -3 | -2 | 8 | O=C(Nc1ccccc1O)c1ccc2c(c1)C(=O)N(c1ccccc1)C2=O
-3 | -2 | 3 | -2 | -1.0 | -5 | 10 | -6 | -2 | 5 | COc1ccc(N(C(=O)c2cccc(OC)c2OC)C2C=CS(=O)(=O)C2)cc1 (configuration not stated)
-1 | 0 | 4 | -6 | 0.2 | 14 | 0 | 4 | -4 | 3 | S=C(NCCCc1ccccc1)Nc1ccccc1Cl
3 | -5 | 0 | -9 | -0.3 | 3 | 0 | -2 | 3 | 1 | CC1Cc2ccccc2N1C(=O)CN1C(=O)NC(C)(c2ccc3c(c2)OCCO3)C1=O (configuration not stated)
0 | 6 | 2 | 3 | -0.8 | 10 | 3 | -5 | 0 | 4 | O=C(NC1CCCC1)c1ccc2c(c1)S(=O)(=O)c1ccccc1C2=O
1 | 11 | 12 | 2 | 0.0 | nt | nt | 5 | 3 | 4 | COc1ccc(C(=O)OCCCN(C)C2CN(Cc3cn(Cc4ccccc4C(F)(F)F)nn3)S(=O)(=O)C2)cc1OC (configuration not stated)
0 | -6 | 4 | 2 | 0.5 | 6 | -5 | -1 | -2 | -1 | COc1cc(C(=O)N2CCN(c3ccc(C)cc3C)CC2)cc(OC)c1OC
-5 | 9 | 22* | -11 | 0.8 | 6 | -1 | -22 | -11 | 12 | Nc1nc(N)c2cc(CNc3ccc(Cl)c(Cl)c3)ccc2n1
-1 | -4 | 6 | 4 | -0.2 | -9 | 4 | -7 | 1 | 2 | O=C(C1CCN(S(=O)(=O)N2CCOCC2)CC1)N1CCOCC1
3 | -2 | 21* | -1 | 0.4 | 0 | 1 | -2 | 3 | 7 | C[N+](C)(C)CCNC(=O)c1c[nH]c2ccccc12
4 | -3 | 1 | 1 | -0.4 | -1 | -1 | 0 | -2 | -2 | CCCCNC(=O)NS(=O)(=O)c1ccc(NS(=O)(=O)c2ccccc2)cc1
1 | -7 | 2 | 14 | -0.1 | -11 | -3 | 1 | 3 | -1 | O=C(COC(=O)c1ccccc1Cl)NCc1cccs1
1 | 0 | -4 | -14 | -0.1 | -7 | -3 | -4 | 1 | 2 | Cc1nn(-c2c(Cl)cc(Cl)cc2Cl)c(=O)c2ccccc12
-2 | -4 | -2 | -5 | 0.9 | -7 | 12 | -2 | -7 | -3 | CCOc1ncccc1C(=O)NCCCSc1ccccc1
2 | 4 | 0 | 4 | 5.2 | -10 | -1 | -5 | -3 | 1 | CS(=O)(=O)Nc1ccccc1C(=O)OCC(=O)NCc1cccs1
2 | 1 | -2 | 0 | -0.2 | 2 | 0 | -3 | -6 | -6 | CC1CN(C(=O)CCNC(=O)c2ccccc2Cl)CC(C)O1 (configuration not stated)
-1 | 6 | 3 | 1 | -1.5 | -1 | 6 | -2 | -5 | 3 | Cc1cc(NC(=O)c2cccnc2)ccc1NC(=O)c1cc2ccccc2o1
-3 | -6 | 1 | 2 | -0.8 | 9 | 0 | -3 | 0 | 1 | O=C1CCCC(=O)C1=C1SCCCS1
4 | 2 | 2 | -4 | 0.5 | 1 | 6 | 1 | -4 | -2 | O=C(COc1ccccc1C(=O)Nc1ccccc1)c1ccc(Br)cc1
-1 | -1 | 1 | 7 | 0.6 | -6 | 10 | -2 | -5 | -3 | Cc1ccccc1CNS(=O)(=O)c1ccc2c(c1)C(C)(C)C(=O)N2C
-3 | 5 | -2 | -4 | -0.5 | 10 | 3 | -4 | -6 | 3 | CC(C)N1CCC(N2CCN(Cc3ccc(Oc4ncccn4)cc3)CC2CCO)CC1 (configuration not stated)
-2 | 0 | -2 | -1 | -0.5 | 15 | 17 | 0 | -7 | 0 | Cc1ccc(/C=N/NC(=O)c2cccc(NC(=O)c3ccccc3Cl)c2)o1
-5 | -2 | -3 | 6 | -0.5 | 2 | -3 | -3 | -5 | -3 | O=C(O)c1cc(Cl)c(Cl)cc1C(=O)Nc1cccc2ncccc12
3 | -6 | 2 | 0 | 0.4 | 6 | -2 | -6 | -4 | -1 | O=C(c1ccc2oc(Cc3ccc(Cl)cc3)nc2c1)N1CCCCC1CCO (configuration not stated)
-6 | -1 | 3 | 13 | -0.7 | -8 | -2 | -8 | -6 | -6 | Cc1ccc(S(=O)(=O)NN=C2CC3CC2C2CCCC32)cc1 (configuration not stated)

Reformatted in CSV form: entries from further up
compound,PLC-gamma1 inh,DDE Tn7 FP inh,UHRF1 MBD2 ctr,Tn6 DDE FP,proKLK7 act,ASAP1 GAP inh,ARFGAP1 inh,ADAM17 inh,PLC-beta3 inh,MBD2 inh
O=C(COc1ccccc1C(=O)Nc1ccccc1)c1ccc(Br)cc1,4,2,2,-4,0.5,1,6,1,-4,-2
Cc1ccccc1CNS(=O)(=O)c1ccc2c(c1)C(C)(C)C(=O)N2C,-1,-1,1,7,0.6,-6,10,-2,-5,-3
CC(C)N1CCC(N2CCN(Cc3ccc(Oc4ncccn4)cc3)CC2CCO)CC1 (configuration not stated),-3,5,-2,-4,-0.5,10,3,-4,-6,3
Cc1ccc(/C=N/NC(=O)c2cccc(NC(=O)c3ccccc3Cl)c2)o1,-2,0,-2,-1,-0.5,15,17,0,-7,0

Looked up above.
Value for `O=C(COC(=O)c1ccccc1Cl)NCc1cccs1` under PLC-gamma1 inh: 1
Value for `Nc1nc(N)c2cc(CNc3ccc(Cl)c(Cl)c3)ccc2n1` under proKLK7 act: 0.8
Value for `O=C(COc1ccccc1C(=O)Nc1ccccc1)c1ccc(Br)cc1` under ASAP1 GAP inh: 1
Value for `COc1cc(C(=O)N2CCN(c3ccc(C)cc3C)CC2)cc(OC)c1OC` under MBD2 inh: -1
Value for `CCOc1ncccc1C(=O)NCCCSc1ccccc1` under proKLK7 act: 0.9

Following part.
PLC-gamma1 inh | DDE Tn7 FP inh | UHRF1 MBD2 ctr | Tn6 DDE FP | proKLK7 act | ASAP1 GAP inh | ARFGAP1 inh | ADAM17 inh | PLC-beta3 inh | MBD2 inh | Molecule
-82 | 1 | -1 | 5 | -2.2 | -4 | -7 | -22 | -100 | -1 | C=C(C)Cn1c(-c2cccs2)n[nH]c1=S
3 | 3 | -3 | -5 | 0.4 | 7 | -4 | -2 | 7 | 2 | CC(=O)Nc1cccc(C(=O)N2CCN(S(=O)(=O)Cc3ccccc3)CC2)c1
-125 | 1 | -3 | 2 | 11 | -12 | 4 | -227 | -160 | 1 | COCCNC(=O)/C(C#N)=C/c1c(N2CCN(c3ccccc3)CC2)nc2ccccn2c1=O
2 | 0 | 1 | 6 | 0.1 | 10 | 9 | 1 | -4 | 4 | CCn1c(SCC(=O)N2CCN(S(=O)(=O)c3ccccc3)CC2)nnc1-c1cccs1
-105 | -5 | -5 | 1 | 1.8 | -8 | -4 | -140 | -134 | -4 | CSc1ccc(/C=N/n2nnnc2N)cc1
-3 | 5 | -1 | 0 | 0.0 | -6 | -9 | 0 | -1 | -2 | CC(C)Cn1c(-c2nn(C)cc2Cl)n[nH]c1=S
